Source: PubChem BioAssay (several laboratories)
AGP1 TOR yeast – alters AGP1-GFP fluorescence in TOR pathway yeast screen | S. cerevisiae AGP1-GFP multiplex flow cytometry, 3 h; GFP as percent of DMSO wells | GFP response vs DMSO, % at 10 µM | actives 0.02% (n = 320,000) | AID 2066;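 active means GFP response relative to DMSO above a set limit, near screen average plus 3 SD, cut at about 150% in these data; inconclusive means fewer than 70 cells counted for the yeast strain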;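 further: median GFP channel fluorescence of the gated AGP1 strain per well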
VLA-4 inh – inhibition in a human VLA-4 binding assay; P13612; VLA-4 expressing cells, ligand binding flow cytometry; inhibition, % (about 7 µM as worked out from the volumes in the protocol); actives 0.2% (n = 330,000); in the data active means inhibition above about 50%
MCL1 BIM primary – inhibitors of human MCL1 binding to BIM-BH3 peptide | actives 0.68% (n = 320,000) | Q07820 | inhibition, % at 10.9 µM | GST-MCL1 / FITC-Bim-BH3 fluorescence polarization;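 active means inhibition above the mean inhibition of all tested compounds plus 3 SD, set per campaign, cut at about 40% in these data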;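 further: 0% = DMSO wells and 100% = unlabeled Bim-BH3 peptide control; higher means more loss of mP so more displacement of Bim peptide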
Target sequence (Q07820 whole entry, looked up): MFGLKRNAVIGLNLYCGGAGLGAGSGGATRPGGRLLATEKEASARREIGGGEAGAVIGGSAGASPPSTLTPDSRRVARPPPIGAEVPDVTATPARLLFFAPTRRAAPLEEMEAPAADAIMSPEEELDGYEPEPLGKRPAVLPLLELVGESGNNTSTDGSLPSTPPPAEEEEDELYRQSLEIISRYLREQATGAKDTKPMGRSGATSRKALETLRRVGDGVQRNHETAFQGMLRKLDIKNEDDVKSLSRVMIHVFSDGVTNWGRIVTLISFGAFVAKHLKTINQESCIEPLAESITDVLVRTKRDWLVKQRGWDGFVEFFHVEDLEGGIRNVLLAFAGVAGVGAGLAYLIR
GRK2 inh – blocks RNA aptamer binding to human GRK2; P25098; bead flow cytometry, FAM-aptamer displacement from GRK2; inhibition of aptamer binding, % at 10 µM; actives 0.59% (n = 330,000); AID 488847;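 active means inhibition of aptamer binding above 40%, roughly 3 SD of noise, on plates passing a quality check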;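 further: median bead fluorescence of bound FAM aptamer so fluorescent compounds give negative values; no value below 0 was filed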
MEX-5 binding – C. elegans MEX-5 TCR-2 RNA binding activity. MEX-5/FITC-TCR2 RNA binding, fluorescence polarization; hits give low values. activity score (negative = inhibition of binding), % at 10 µM. actives 0.38% (n = 300,000). AID 1832;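 active means inhibition past about -25% in most replicates, and total fluorescence under double the plate's negative control median, limit read from the data; inconclusive means replicates evenly split on the limit, or fluorescence at least double controls; inactive means too little inhibition in most replicates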;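 further: 0% = DMSO and -100% = 5 µM competing unlabeled TCR2 RNA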
GLD-1 TGE inh – GLD-1-TGE RNA interaction inhibition (C. elegans); purified GLD-1 + fluorescein TGE RNA, fluorescence polarization; AID 2280; actives 0.44% (n = 320,000); Q17339; inhibition, % at 5.96 µM;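 active means percent inhibition above a per-plate cutoff, the plate mean of test compounds plus 3 SD, cut at about 30% in these data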;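 further: 0% = DMSO wells with GLD-1 and probe and 100% = wells lacking GLD-1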
CR mimetic SO – yeast age-related superoxide inhibition as caloric restriction mimetic | S. cerevisiae aged cells, superoxide DHE fluorescence; hits give low values | actives 0.18% (n = 330,000) | superoxide response (% of plate mean), % at 10 µM;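 active means superoxide response under a set limit, about three screen SD below normal, cut at about 65% in these data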;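 further: yeast aged for seven days with compound at 30 °C before DHE staining; 100% = average MFI of all compound-treated wells on the plate with controls excluded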
CIT2 TOR yeast – alters CIT2-GFP fluorescence in TOR pathway yeast screen; S. cerevisiae CIT2-GFP strain, flow cytometry, 3 h; 100 means same as DMSO wells; AID 2029; GFP response vs DMSO, % at 10 µM; actives 0.065% (n = 320,000);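 active means GFP response relative to DMSO above a set limit, near the screen mean plus 3 SD, cut at about 150% in these data; inconclusive means Fewer than 70 cells measured for a yeast strain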;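 further: ratio of well median GFP fluorescence to mean of DMSO wells on the plate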
Bcl-xL primary – Bcl-xL (human) inhibition; Q07817; GST-Bcl-xL / FITC-Bim BH3 peptide fluorescence polarization; inhibition, % at 10.9 µM; actives 0.7% (n = 320,000); AID 2129;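 active means inhibition above the mean of all tested compounds plus 3 SD, cutoff set per campaign, cut at about 30% in these data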;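 further: 0% = DMSO wells and 100% = unlabeled Bim-BH3 peptide competitor; inhibitors lower millipolarization by displacing the labeled peptide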
Target sequence (Q07817 whole entry, looked up): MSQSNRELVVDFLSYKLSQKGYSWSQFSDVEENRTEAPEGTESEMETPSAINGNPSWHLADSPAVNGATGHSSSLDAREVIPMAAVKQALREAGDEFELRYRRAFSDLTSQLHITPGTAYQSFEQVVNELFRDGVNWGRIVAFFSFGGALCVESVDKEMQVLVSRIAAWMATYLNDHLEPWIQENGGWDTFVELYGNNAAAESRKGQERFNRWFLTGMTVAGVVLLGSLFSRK
Active calls of the source: *; u = inconclusive; x = not tested or not shown; [ ] = dose if it differs, or a comment. Hits appear at their usual frequency; any-hit rate near 2.1%.

structure,AGP1 TOR yeast,VLA-4 inh,MCL1 BIM primary,GRK2 inh,MEX-5 binding,GLD-1 TGE inh,CR mimetic SO,CIT2 TOR yeast,Bcl-xL primary
CC1(C)CC(=O)CC(C)(C)N1OC(=O)c1ccccn1,93,6,29,1,2.3,3,102,119,7
CC(NC(=O)c1ccco1)c1nc(-c2ccccc2)no1 (centres undefined),100,-5,4,0,1.3,1,107,105,0
COc1cc(C(=O)Oc2ccccc2/C=N/NC(=O)c2ccc(Cl)cc2)cc(OC)c1OC,98,-4,-1,0,-1.1,5,96,100,-3
Cc1cc(C)c(C#N)c(SCc2nnc(-c3ccccc3[N+](=O)[O-])o2)n1,93,1,2,4,0.9,1,93,85,7
CCN1CCN(C(=O)c2ccc(OCC(=O)Nc3ccc(F)cc3)c(OC)c2)CC1,104,2,2,3,-4.5,-1,97,100,-1
NC(=O)c1oc2ccccc2c1NC(=O)c1ccco1,99,-21,-4,2,x,1,90,105,-1
CCOc1cc(/C=C2/C(=N)N3OC(C)=CC3=NC2=O)ccc1OCCOc1ccccc1,96,-38,-5,0,-6.5,-14,115,97,-4
CCCCNC(=O)CSc1nnc(Cc2ccc(Cl)c(Cl)c2)c(=O)[nH]1,96,-2,15,0,-0.1,-2,92,100,6
COCCCNC(=O)c1c(N)n(/N=C/c2cccnc2)c2nc3ccccc3nc12,80,-9,-1,3,0.5,-1,113,85,8
O=C(OC(C(=O)NCc1ccc2c(c1)OCO2)c1ccncc1)c1ccc(Cl)nc1 (centres undefined),107,3,2,8,-1.7,-2,99,96,3
Cc1cc(C(=O)COC(=O)Cc2ccc(Br)cc2)c(C)n1C,99,-21,3,4,x,6,121,83,-2
CCN(CC1COc2ccccc2O1)C(=O)CN1C(=O)NC(C)(c2ccccc2)C1=O (centres undefined),99,-18,6,1,x,9,100,97,3
CC1CCC/C(=C\Nc2ccc(O)cc2)C1=O (centres undefined),110,-4,8,2,-6.2,12,119,93,12
COc1ccc(/C=N/OCC(=O)Nc2ccc3c(c2)OCO3)c(OC)c1,96,8,-7,x,-2.2,5,107,97,-4
CC(Oc1ccc(F)cc1)C(=O)Nc1cc(S(=O)(=O)N2CCCCC2)ccc1N1CCOCC1 (centres undefined),105,6,-18,0,1.4,5,103,95,-11
CCOC(=O)C1=C(c2ccccc2)N(C)C(=O)NC1c1ccc(OC(F)F)c(OC)c1 (centres undefined),104,6,-4,0,0.8,0,106,101,0
CCc1ccc2nc(N(CCCN(C)C)C(=O)c3ccc(S(=O)(=O)N4CCCc5ccccc54)cc3)sc2c1,104,9,17,0,2.9,2,94,106,9
Cc1ccc(S(=O)(=O)N2CCN(C(=O)CC3CCCC3)CC2)cc1,91,-10,2,0,3.5,1,101,94,2
COCCn1c(SCc2ccc(OC)c(F)c2)nc2ccccc2c1=O,96,-4,-2,12,-0.7,10,102,90,4
C=CCc1c(C)nc2c(OC)cccc2c1Cl,92,7,3,1,x,-3,97,88,2
COc1cccc(-c2nc(CS(=O)(=O)CC(=O)NCCC(C)C)c(C)o2)c1,108,9,-4,2,2.1,3,86,103,-4
O=C1NC(=Nc2cccc([N+](=O)[O-])c2)SC1(CO)CO,92,14,2,0,2.1,5,93,92,4
Cc1ccc(C(=O)NC2CCN(CC(=O)NC3CCC(C)CC3)CC2)cc1 (centres undefined),105,49,-4,0,1.0,-5,106,103,1
COc1ccc(S(=O)(=O)N2CCc3ccccc32)cc1C(=O)O,110,13,-6,0,0.7,3,99,96,2
COc1cc(C)nc(N(C)C(C)=O)n1,99,5,6,1,1.9,-4,78,105,5
Cc1ccc(Cc2cnc(NC(=O)c3cccs3)s2)cc1,96,5,-3,1,1.7,5,98,94,-1
CCCCC1=CC2=CC(=O)C(C)(OC(=O)C3CCCC3)C(=O)C2=CO1 (centres undefined),11[may fluoresce violet],-3,32,17,-10,36*,94,u,11
CCN(C(=O)CSc1nc2cc(Cl)ccc2c(=O)n1CC(C)C)C1CCS(=O)(=O)C1 (centres undefined),105,11,2,2,3.2,2,106,91,0
COc1ccccc1Cn1c(C(C)C)nc2ccccc21,95,3,-2,1,-2.0,-5,98,82,-2
CCOc1ccc(NC(=O)CN(c2ccc(OCC)cc2)S(=O)(=O)c2c(C)[nH]c(=O)[nH]c2=O)cc1,102,-5,2,1,-0.7,9,92,94,8
CS(=O)(=O)N1CCN(c2ccc(NC(=O)CSc3ccc(Cl)cc3)cc2)CC1,97,-6,-2,3,-0.4,2,108,96,0
NC(=O)c1cc(C(N)=O)nc(Cl)n1,99,2,-2,0,-1.3,2,94,100,6
C/C=C/C(=O)N1CC2(CC(c3cccc(NC(=O)CC)c3)=NO2)C[C@H]1C(N)=O (some centres undefined),80,-15,4,12,0.1,-4,99,71,1
CCCN(CCC)CCCNC(=O)c1cc2c(-c3ccc(OC)c(OC)c3)nn(C)c2s1,105,-4,6,0,2.2,-5,116,105,2
CC1CCCCC1NC(=O)C1CCN(C(=O)c2sccc2-n2cccc2)CC1 (centres undefined),103,20,-2,2,2.9,6,118,101,-3
Cc1ccc(-c2csc(/C=C3\SC(C)C(=O)N3CC(=O)Nc3ccccc3F)n2)cc1 (centres undefined),103,1,-8,0,-0.1,2,109,99,-4
O=C(Cn1ccc(C(F)(F)F)n1)N/N=C/c1ccc2c(c1)OCO2,100,23,-8,4,3.9,1,104,107,-5
Cc1ccc(NC(=O)Cn2c(=O)c3cccn3c3ccccc32)cc1,98,-5,-7,1,2.3,-2,84,100,-3
CCOCCCNS(=O)(=O)c1ccc2c(c1)oc(=O)n2CC(=O)OCC,97,-2,-14,0,0.8,2,92,95,-8
C=CCn1cnc2scc(-c3ccccc3)c2c1=O,101,-11,2,2,-0.1,3,108,107,8
O=C(Nc1nccs1)c1ccc(Br)o1,73,-1,-20,0,0.0,1,100,66,-2
CCCn1c(SCC(=O)NCCc2ccccc2)nnc1-c1cccnc1,106,4,2,0,1.4,-7,99,100,4
O=C(Cc1ccc2c(c1)CCCC2)Nc1ccccc1Cl,99,1,8,1,0.5,-2,92,107,6
COc1ccc(OC(C)C(=O)N2CCN(c3ccccn3)CC2)cc1 (centres undefined),104,-4,0,2,0.8,4,89,94,-1
O=C(c1ccc2ncsc2c1)N1CCN(c2nc3ccccc3s2)CC1,99,3,6,1,-1.2,6,88,97,0
O=C(CSc1nc2ccccc2c(=O)n1-c1ccc(OC(F)F)cc1)NC1CC1,102,10,1,3,x,1,93,108,1
COc1cc(/C=N/N(C)c2ccccc2)cc(Cl)c1O,90,23,5,2,-0.5,12,96,94,14
O=C(/C=C/c1cccc([N+](=O)[O-])c1)c1ccc([N+](=O)[O-])o1,68,16,9,0,-0.5,3,103,75,7
CCOc1ccc(CCNC(=O)C(C)N2C(=O)CC(C)(C)Sc3ccccc32)cc1 (centres undefined),108,7,-4,0,-0.5,-1,96,117,1
CC(C)Oc1ccc(C(CC(=O)O)NC(=O)Cc2ccc(Cl)cc2)cc1 (centres undefined),95,-7,0,0,0.3,-1,96,95,3

Further records.
structure,AGP1 TOR yeast,VLA-4 inh,MCL1 BIM primary,GRK2 inh,MEX-5 binding,GLD-1 TGE inh,CR mimetic SO,CIT2 TOR yeast,Bcl-xL primary
CCOc1ccc(Nc2nc(N)nc(CCl)n2)cc1,110,13,2,1,2.1,5,101,105,1
Cc1cccc(Cn2c(=O)n(Cc3ccco3)c(=O)c3ccccc32)c1,100,12,-1,0,-1.2,7,89,97,1
COc1ccccc1S(=O)(=O)Cc1ccc(C(=O)NC2CC2)o1,104,0,-2,1,0.6,2,85,115,4
O=C(CSc1nc2ccccc2c(=O)n1Cc1ccco1)c1ccc(F)cc1,98,3,3,0,0.4,3,102,97,1
Cc1nc2ccc(Nc3nc4cc(S(=O)(=O)N5CCOCC5)ccc4o3)cc2s1,26[may fluoresce violet],-14,2,0,6.0,-14,120,106,3
c1ccc(-c2cn3cccnc3n2)cc1,112,9,3,2,0.3,-3,118,102,6
C=CCn1c(CSc2nc3ccccc3s2)n[nH]c1=S,92,-12,-17,15,-1.9,-2,104,82,-13
COc1ccc2c(c1)-c1c(ssc1=S)C(C)(C)N2,82,32,6,1,0.3,1,74,83,5
NNC(=O)c1csc(Cc2c(Cl)sc3ccc(Cl)cc23)n1,97,8,4,1,-0.1,-9,107,96,-3
CC(C)NC(=O)c1cccc2c1-c1ccccc1C2=O,93,26,2,0,-0.1,3,113,97,8
O=C(Nc1ccccc1C(F)(F)F)C1CC(=O)N(c2ccccc2F)C1 (centres undefined),102,1,6,2,0.2,6,87,99,3
Cc1ccc(S(=O)(=O)N2CCN(C(=O)CNC(=O)c3sc4ccccc4c3Cl)CC2)cc1,108,11,-5,1,-1.3,-3,107,102,-3
COc1ccc(/C=C(/NC(=O)/C=C/c2ccccc2)C(=O)O)cc1,100,-7,-3,1,-0.2,-5,106,105,-1
